KCNQ2 inh – KCNQ2 potassium channel inhibitors, primary screen, cell-based, CHO-K1, FluxOR thallium flux, B-score (AID 2156); 20 min; hits give low values; B-score at 10 µM; 310,000 compounds, 1.1% hits;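 active = fluorescence ratio B-score at most minus 3 library SDs, with starting brightness B-score within 2 library SDs, cut at about -5.5 in these data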
Target sequence (O88943 whole entry, looked up): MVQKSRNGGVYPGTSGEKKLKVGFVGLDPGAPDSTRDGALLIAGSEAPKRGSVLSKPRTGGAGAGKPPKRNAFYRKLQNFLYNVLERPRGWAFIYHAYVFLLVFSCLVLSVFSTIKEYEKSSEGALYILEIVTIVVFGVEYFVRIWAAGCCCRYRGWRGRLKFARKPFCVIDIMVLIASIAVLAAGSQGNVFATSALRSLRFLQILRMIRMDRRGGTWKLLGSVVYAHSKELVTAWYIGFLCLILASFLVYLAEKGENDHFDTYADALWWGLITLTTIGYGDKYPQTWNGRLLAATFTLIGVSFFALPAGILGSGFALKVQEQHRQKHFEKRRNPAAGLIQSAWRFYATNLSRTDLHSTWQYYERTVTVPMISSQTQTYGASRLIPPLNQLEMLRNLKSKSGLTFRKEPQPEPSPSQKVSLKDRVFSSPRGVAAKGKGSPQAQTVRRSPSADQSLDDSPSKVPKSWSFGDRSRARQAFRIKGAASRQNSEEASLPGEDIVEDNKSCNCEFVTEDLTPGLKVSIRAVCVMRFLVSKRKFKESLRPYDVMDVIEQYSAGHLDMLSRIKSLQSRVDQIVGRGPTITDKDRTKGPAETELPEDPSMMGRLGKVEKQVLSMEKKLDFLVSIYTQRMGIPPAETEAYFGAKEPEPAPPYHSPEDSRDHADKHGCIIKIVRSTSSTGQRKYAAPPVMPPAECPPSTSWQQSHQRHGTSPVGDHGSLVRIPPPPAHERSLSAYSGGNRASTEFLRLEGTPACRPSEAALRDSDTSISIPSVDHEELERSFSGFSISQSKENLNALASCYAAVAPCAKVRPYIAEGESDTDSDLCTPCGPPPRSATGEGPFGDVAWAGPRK
Kir21 inh – inhibitors of mouse Kir2.1 inward-rectifier potassium channel; HEK293-Kir2.1, FluxOR thallium flux fluorescence; hits give low values; 310,000 compounds, 0.85% hits; B-score at 10 µM;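 active = fluorescence ratio B-score at or below minus 3 SD of library scores, with starting-brightness B-score within 2 SD, cut at about -4.2 in these data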;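 note: channel flux triggered by added potassium and thallium sulfate stimulus; B-score of peak minus minimum fluorescence over baseline after thallium stimulus; more negative B-score means stronger Kir2.1 block with less thallium influx; some compounds called inactive have numbers as strong as hits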
Starred values were filed as active, the others as inactive; i = inactive.

KCNQ2 inh	Kir21 inh	SMILES
i	-0.48	Nc1c(Cl)cc(-c2[nH]c3cc(C(=O)NCCO)ccc3c(=O)c2O)cc1Cl
i	-0.48	COCC(=O)Nc1cccc(C(F)(F)F)c1
i	-0.13	O=C(Nc1cccc2ccccc12)N1CCN(Cc2ccccc2)CC1
i	0.51	Cc1cccn2cc(COc3ccc(-c4ccccc4)cc3)nc12
i	-3.6	O=C1C2CCCN2C(c2ccccc2F)N1c1ccc(F)cc1 (stereo not drawn)
i	-1.3	Cc1nn(-c2ccccc2)c(Cl)c1/C=C(\C#N)C(=O)NC(C)C
i	-2.2	CCc1ccccc1N(C(=O)c1snc(C(N)=O)c1N)C(C(=O)NCC1CCCO1)c1c[nH]c2ccccc12 (stereo not drawn)
i	0.01	OCCC1CN(Cc2nc(-c3ccccc3)cs2)CCN1CCc1ccccc1 (stereo not drawn)
i	0.09	O=C1C2CCCN2C(c2ccccc2)N1c1ccc(Cl)cc1 (stereo not drawn)
i	0.42	CCOC(=O)CC1C(=O)NCCN1C(=S)NC(=O)c1ccccc1OC (stereo not drawn)
i	0.57	CCNC(=O)C1CC(=O)N(Cc2ccc3c(c2)OCO3)C(=Nc2ccc(F)cc2)S1 (stereo not drawn)
i	1.4	COc1ccc(N2CCN(C(=O)c3cc(-c4ccc(F)cc4)[nH]c3C)CC2)cc1
i	0.32	O=C(CCC(=O)Nc1ccccc1)N/N=C/C=C/c1ccccc1
i	0.08	Cc1nn(-c2ccccc2)c(N)c1C(O)(CSc1nccn1C)C(F)(F)F (stereo not drawn)
i	0.08	O=C(NCCO)c1ccccc1O

2 entries from above, with two lines to a compound.
Below each SMILES: KCNQ2 inh | Kir21 inh
O=C(NCCO)c1ccccc1O
    i | 0.08
CCNC(=O)C1CC(=O)N(Cc2ccc3c(c2)OCO3)C(=Nc2ccc(F)cc2)S1 (stereo not drawn)
    i | 0.57

Next section.
KCNQ2 inh	Kir21 inh	SMILES
i	-3.1	CC(=O)c1ccc(S(=O)(=O)N2CCCc3ccccc32)cc1
i	0.19	COc1ccc(CCN2CC(C(=O)NCCc3ccc(F)cc3)CCC2=O)cc1 (stereo not drawn)
i	0.02	CN=C(Nc1ccccc1OC)SC1CC(=O)N(c2ccc(C(=O)OC)cc2)C1=O (stereo not drawn)
i	-2.3	Cc1cc(C)cc(Nc2ncc3c(n2)CC(c2ccco2)CC3=O)c1 (stereo not drawn)
i	0.94	N#CCSc1nnc(-c2ccccc2)c(-c2ccccc2)n1
i	-0.17	CSc1ccc(-c2nnn(Cc3ccc(Br)cc3)n2)cc1
i	0.29	Cc1ccc(N2C(=O)CN(Cc3ccccc3)C2=S)cc1C
i	1	O=C(CCC1CCN(C(=O)c2cncs2)CC1)Nc1ccccc1
i	-0.29	COC(=O)CNC(=O)C(C)(C)Oc1ccc(Cl)cc1
i	-0.02	O=c1c2cc(Cl)ccc2nc(-c2ccccc2)n1O
i	0.68	CC1C/C(=N\NC(=S)NCc2ccccc2)CC(C)(C)C1 (stereo not drawn)
i	0.42	Cn1c(NCc2cccs2)nc2ccccc21
i	-0.02	CCCCCCNCc1cccc(Br)c1
i	-0.77	O=[N+]([O-])c1ccc(-c2nc(C(Cl)Cl)c3ccccc3n2)cc1
i	-1.2	CCOC(=O)C(C)n1cnc2c(nnn2Cc2ccc(Cl)cc2)c1=O (stereo not drawn)
i	0.05	COc1cc(OC)c(NC(=O)c2csc(C)c2)cc1Cl
i	-1.9	O=c1[nH]c(CSc2ccccn2)nc2ccccc12
i	1.9	Cc1ccc(-c2nnc3ccc(SCC(=O)N4CCc5ccccc54)nn23)cc1
i	-0.09	O=C(OCC(=O)N1CCOCC1)c1ccc[nH]c1=O
i	0.26	CCCCNC(=O)COC(=O)c1cc(S(=O)(=O)N2CCCCCC2)ccc1OC
i	-1.8	O=C(COc1ccc(Br)cc1)N(Cc1cccs1)C1CCS(=O)(=O)C1 (stereo not drawn)
i	0.52	CCCCn1c(=O)[nH]c(=O)c2c(C(=O)OCC)cc(-c3ccc(OC(F)F)cc3)nc21
i	1.6	COCCOC(=O)c1c(C)oc2cc(Br)c(OCC(N)=O)cc12
i	-1.7	COc1cc2ccccc2cc1C(=O)OCC(=O)N(C)c1c(N)n(Cc2ccccc2)c(=O)[nH]c1=O
i	1.5	CCc1noc(C)c1C(=O)Nc1sc(C(=O)N(C)C)c(C)c1C(=O)OC
i	0.82	CN(C(=O)COC(=O)c1ccccc1SCC(=O)N1CCCC1)C1CCS(=O)(=O)C1 (stereo not drawn)
i	-0.06	Cc1cc(N2C(=O)CC(Cc3ccccc3)C2=O)no1 (stereo not drawn)
i	0.93	COCCn1cnc2c(c1=O)c1nc3ccccc3nc1n2/N=C/c1ccc(OC)c(OC)c1
i	0.11	Cc1cc(S(=O)(=O)NCC(c2ccccc2)c2ccccc2)ccc1-n1cnnn1
i	-0.27	N#CC1(N2CCN(C(=O)c3ccccc3)CC2)CCCCC1
i	-0.77	O=C(CN1CC(=O)Oc2ccccc21)OCC(=O)c1ccc(Br)cc1
i	1.5	CCCCNC(c1ccccc1)c1ccncc1 (stereo not drawn)
i	-1.2	Cc1cc(N/N=C/c2ccncc2)nc2ccccc12
i	0.21	CNC(=O)COC(=O)c1ccccc1NC(=O)c1ccco1
i	-0.62	CC(=O)c1sc(NC(=O)C(C)(C)C)nc1C
i	-0.99	Cc1cccc2cc(CN(Cc3cccnc3)C(=O)c3cccs3)c3nnnn3c12
i	0.08	CC12CN3CC(C)(CN(C1)C3c1c[nH]c3ccccc13)C2=O (stereo not drawn)
i	-0.03	Cc1cccc(NC(=S)NCCc2ccc3c(c2)OCCO3)c1C
i	-0.93	Cc1ccc2nc(CSc3nnc4ccccn34)cc(=O)n2c1
i	0.37	CCOC(=O)c1c(C)[nH]c(C(=O)CSc2nnnn2-c2ccc(C)cc2)c1C
i	0.37	CC1(C)CC(=O)C2=C(C1)OC(N)=C(C#N)C21C(=O)N(CN2CCOCC2)c2ccccc21 (stereo not drawn)
i	-0.9	COc1ccc(C(=O)OCC(=O)NCC2CCCO2)cc1S(=O)(=O)N1CCCc2ccccc21 (stereo not drawn)
i	0.8	CCOC(=O)c1c(S(=O)(=O)NCC(=O)Nc2ccccc2OC)c(C)n(C)c1C
i	0.62	Cc1ccc(NC(=S)C2=C(O)c3ccccc3N(C)S2(=O)=O)cc1
i	-2.2	Cn1cnc([N+](=O)[O-])c1SCCO
i	-0.47	CCN(CC)CCNCc1ccc(-c2ccc(Cl)cc2)o1
i	0.01	CCOC(=O)C1(CCCc2ccccc2)CCN(CC(O)CO)CC1 (stereo not drawn)
i	-0.69	COc1ccc2c(c1)C(=O)c1ccccc1CO2
i	1.2	COc1ccc(-c2[nH]ncc2CNCC(C)(C)N2CCOCC2)cc1F
i	0.91	O=S(=O)(Nc1ccc(N2CCCCC2)cc1)c1cccc2cccnc12
i	-0.37	CCc1nn(CCCC(=O)NCc2cc(Br)ccc2OC)c(=O)c2cc3occc3n12
i	0.72	COc1ccc(NC(=O)CSc2nncs2)cc1OC
i	0.43	CCc1nc(NC(=O)c2sc(C)nc2C)sc1C(=O)OC
i	0.51	CCOc1ccc(N(CC(=O)Nc2ccc(OC)cc2)S(=O)(=O)c2c(C)[nH]c(=O)[nH]c2=O)cc1
i	-0.38	CCn1c(CNC(=O)c2ccccc2OC)nnc1SCC(=O)c1ccc(F)cc1
i	3	O=C(Nc1nnc(-c2ccc(Cl)cc2)o1)c1ccccc1Br
i	0.66	O=Cc1ccc(O)c(O)c1
i	2	O=C(NNC(=O)c1ccc(Oc2ccc(C3SCCS3)cc2)o1)c1ccc(Cl)cc1
i	0.91	Cc1cc2cc(CN(Cc3nnnn3C3CCCCC3)CC3CCCO3)c(=O)[nH]c2cc1C (stereo not drawn)
i	1.3	CCOc1cc(/C=N/NC(=O)Cn2nc([N+](=O)[O-])cc2C)cc(Br)c1OCc1ccccc1C

Next entries follow:
KCNQ2 inh	Kir21 inh	SMILES
i	-3.2	COc1ccc(-n2c(CNc3ccc(C)cc3)nnc2SCc2ccccc2)cc1
i	-1	Cc1ccc(-n2c(SCC(=O)NCCC3=CCCCC3)nc3n[nH]c(C)c3c2=N)cc1Cl
i	1.9	C/C(=N/NC(=O)c1ccc2c(c1)OCO2)c1ccc(NC(=O)C(F)(F)F)cc1
i	0.01	COC(=O)Cc1cc(=O)oc2c(C)c(O)ccc12
i	-0.68	COc1cc2c(cc1OC)CN(S(=O)(=O)c1ccccc1F)CC2
i	0.33	CCCOc1ccc(CNC(=S)NCc2ccc(OC(C)C)cc2)cc1
i	0.48	COCC1CCCCN1Cc1cn[nH]c1-c1ccc2cc(OC)ccc2c1 (stereo not drawn)
i	0	O=C(NC(Cc1ccccc1)C(=O)O)/C(=C\c1ccc(F)cc1)NC(=O)c1ccco1 (stereo not drawn)
i	-0.65	CCCCNc1ncnc2c1cnn2-c1ccc(Cl)cc1
i	-0.57	O=C(CCCCCn1c(=S)[nH]c2ccc(N3CCOCC3)cc2c1=O)NCc1ccccc1Cl
i	0.97	CCOC(=O)c1cccc(NC(=S)N2CCN(c3ncc4c(=O)c(C(=O)O)cn(CC)c4n3)CC2)c1
i	0.6	Cc1nnc(N2CCCC(C(=O)Nc3cc(F)ccc3F)C2)c2nn(-c3ccccc3)c(C)c12 (stereo not drawn)
i	-0.49	CC(O)[C@H]1CNC(=O)C(=O)N1CCC12CC3CC(CC(C3)C1)C2 (stereo partly drawn)
i	1.1	COc1ccc(/C=N/NS(=O)(=O)c2ccc(C)cc2)cc1
i	-0.05	C/C(CC(=O)Nc1cc(Cl)ccc1Cl)=N\NC(=O)c1ccccc1Br
i	0.35	COc1cccc(-c2c3c([nH]c(=O)c2C#N)CCc2cc(OC)ccc2-3)c1
i	2.7	CN(CC(=O)Nc1cccc(F)c1)C(=O)c1ccc(N2CCCCC2)c([N+](=O)[O-])c1
i	-0.66	Cc1c(Cl)cccc1-n1nnnc1-c1cccs1
i	3.1	Nc1c(C(=O)NCc2ccc3c(c2)OCO3)nnn1CC(=O)Nc1ccc(Br)cc1
i	-0.62	O=C(CSc1nccc(-c2cccs2)n1)Nc1cccc(Cl)c1
i	0.26	CCc1c(O)nc(N2CCN(Cc3ccccc3)CC2)[nH]c1=O
i	-2.2	COc1ccccc1NS(=O)(=O)c1cccc(C(=O)N/N=C/c2ccc(NC(C)=O)cc2)c1
i	0.15	O=C(Nc1ccccc1)OCCN1CCN(Cc2ccccc2)CCC1=O
i	0.18	COC(=O)c1ccc(Cn2c(C)cc(C)[n+]2C)o1
i	-0.99	CCOC(=O)CNc1nc2ccccc2n2c(C)nnc12
i	0.01	COc1ccc(NS(=O)(=O)c2ccc(O)c(C(=O)OCC(=O)NC(C)C3CC4CCC3C4)c2)cc1 (stereo not drawn)
i	0.19	COc1ccccc1C1CCN(C(=O)c2cnn(-c3ccccc3)c2C)CC1
i	1.4	CCOC(=O)C1=C(CSc2nc(-c3ccccc3)ccc2C#N)OC(N)=C(C#N)C1c1ccccc1 (stereo not drawn)
i	0.53	O=C(NCC(c1ccc(F)cc1)N1CCOCC1)c1cccnc1Sc1ccccc1Cl (stereo not drawn)
i	0.47	CN(Cc1ccccc1)c1nc(CN2CCOCC2)nc2scc(-c3ccccc3)c12

14 consecutive compounds from above:
KCNQ2 inh	Kir21 inh	SMILES
i	2.7	CN(CC(=O)Nc1cccc(F)c1)C(=O)c1ccc(N2CCCCC2)c([N+](=O)[O-])c1
i	-0.66	Cc1c(Cl)cccc1-n1nnnc1-c1cccs1
i	3.1	Nc1c(C(=O)NCc2ccc3c(c2)OCO3)nnn1CC(=O)Nc1ccc(Br)cc1
i	-0.62	O=C(CSc1nccc(-c2cccs2)n1)Nc1cccc(Cl)c1
i	0.26	CCc1c(O)nc(N2CCN(Cc3ccccc3)CC2)[nH]c1=O
i	-2.2	COc1ccccc1NS(=O)(=O)c1cccc(C(=O)N/N=C/c2ccc(NC(C)=O)cc2)c1
i	0.15	O=C(Nc1ccccc1)OCCN1CCN(Cc2ccccc2)CCC1=O
i	0.18	COC(=O)c1ccc(Cn2c(C)cc(C)[n+]2C)o1
i	-0.99	CCOC(=O)CNc1nc2ccccc2n2c(C)nnc12
i	0.01	COc1ccc(NS(=O)(=O)c2ccc(O)c(C(=O)OCC(=O)NC(C)C3CC4CCC3C4)c2)cc1 (stereo not drawn)
i	0.19	COc1ccccc1C1CCN(C(=O)c2cnn(-c3ccccc3)c2C)CC1
i	1.4	CCOC(=O)C1=C(CSc2nc(-c3ccccc3)ccc2C#N)OC(N)=C(C#N)C1c1ccccc1 (stereo not drawn)
i	0.53	O=C(NCC(c1ccc(F)cc1)N1CCOCC1)c1cccnc1Sc1ccccc1Cl (stereo not drawn)
i	0.47	CN(Cc1ccccc1)c1nc(CN2CCOCC2)nc2scc(-c3ccccc3)c12

Further structures:
KCNQ2 inh	Kir21 inh	SMILES
i	0.39	O=C(Nc1nccs1)C12CC3CC(C1)CC(C(=O)Nc1nccs1)(C3)C2
i	-2.5	O=S(=O)(c1ccc(F)cc1)N1CC=C(c2ccccc2)CC1
i	-0.38	O=C(O)c1ccc(C(=O)Nc2cccc(NC(=O)C3CCCO3)c2)cc1 (stereo not drawn)
i	-1.3	O=C(COC(=O)c1cccc(S(=O)(=O)N2CCc3ccccc32)c1)Nc1ncc(Cl)cc1Cl
i	-0.73	N#Cc1ccccc1Sc1ccccc1C(=O)OCC(=O)N1CCN(C(=O)c2ccco2)CC1
i	-0.29	Cc1cc(N2CCCC(C(=O)Nc3cccc4ccccc34)C2)n2ncnc2n1 (stereo not drawn)
i	-0.13	CSc1nsc(SCC(=O)Nc2cccc(NC(C)=O)c2)n1
i	-0.06	O=C(Nc1ccccc1)Nc1ccc(Cl)c(S(=O)(=O)N2CCOCC2)c1
i	0.05	CC(C)CN1CCN(CCCc2ccccc2)C(CCO)C1 (stereo not drawn)
i	-1.9	Cc1nnc(SCC(=O)Nc2ccccc2NC(=O)CSc2nnc(C)s2)s1
i	-0.3	CC(=O)Nc1ccccc1OCc1nnc(-c2cccs2)o1
i	0.99	Cc1cc(NC(=O)Nc2cccc3ccccc23)no1

Source: PubChem
